Screening results as filed in PubChem BioAssay.
EPAC1 antag: EPAC1 (human) antagonism. O95398. 360,000 compounds, 0.14% hits. Potency, µM (top dose mostly 115 µM), without a hit: top-dose activity change, negative = inhibition, most hits filed as inhibitors. AID 720709. EPAC1 GEF assay, Rap1b-BODIPY-GDP exchange fluorescence;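 also: plate controls were vehicle for no effect and positive control for full effect; nearly all actives have a fitted effect of over 50% in size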
EPAC2 antag: antagonists of human EPAC2. Potency, µM (series often up to 114 µM), for the others: at the top dose activity, negative = inhibition, usual class: inhibitors. EPAC2 GEF exchange of Rap1B-BODIPY-GDP, fluorescence. 360,000 compounds, 0.18% hits. Q8WZA2. AID 720708; also: % is scaled to controls: 0 for no effect and ±100 for the full control effect; nearly all actives have a fitted effect of over 45% in size; many of its hits are not listed in these tables
Target sequence (Q8WZA2 whole entry, looked up): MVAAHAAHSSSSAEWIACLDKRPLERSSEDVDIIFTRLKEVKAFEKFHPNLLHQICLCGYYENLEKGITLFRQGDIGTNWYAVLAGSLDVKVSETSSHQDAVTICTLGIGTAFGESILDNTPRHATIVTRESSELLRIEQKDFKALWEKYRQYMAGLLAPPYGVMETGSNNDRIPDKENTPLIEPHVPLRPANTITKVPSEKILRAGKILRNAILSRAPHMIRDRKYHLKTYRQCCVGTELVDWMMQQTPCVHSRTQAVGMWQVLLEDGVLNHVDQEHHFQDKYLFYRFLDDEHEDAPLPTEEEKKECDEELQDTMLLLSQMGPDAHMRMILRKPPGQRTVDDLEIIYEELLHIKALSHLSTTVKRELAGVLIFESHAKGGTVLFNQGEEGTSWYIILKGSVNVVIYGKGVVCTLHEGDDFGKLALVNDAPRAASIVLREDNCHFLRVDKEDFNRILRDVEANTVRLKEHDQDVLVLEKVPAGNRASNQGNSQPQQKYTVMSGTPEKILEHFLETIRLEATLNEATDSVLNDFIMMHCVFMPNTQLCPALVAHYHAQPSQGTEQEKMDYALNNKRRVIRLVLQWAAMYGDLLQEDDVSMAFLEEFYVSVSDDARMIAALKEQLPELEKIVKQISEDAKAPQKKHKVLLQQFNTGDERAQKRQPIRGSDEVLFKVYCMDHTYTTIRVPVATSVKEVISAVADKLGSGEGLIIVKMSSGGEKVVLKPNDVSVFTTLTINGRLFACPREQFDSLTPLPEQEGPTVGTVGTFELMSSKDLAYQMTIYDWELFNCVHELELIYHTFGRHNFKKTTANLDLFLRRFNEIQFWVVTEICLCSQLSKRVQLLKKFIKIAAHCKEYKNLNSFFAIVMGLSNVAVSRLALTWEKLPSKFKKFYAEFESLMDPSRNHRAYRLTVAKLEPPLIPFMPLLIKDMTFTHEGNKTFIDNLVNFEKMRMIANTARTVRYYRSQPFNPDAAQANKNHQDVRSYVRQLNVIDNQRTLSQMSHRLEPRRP
aSyn rescue: inhibitors of alpha-synuclein toxicity in yeast | Yeast expressing alpha-synuclein, growth rescue, BacTiter-Glo, 24 h | Potency, µM (doses to about 46.1 µM), for inactives: top-dose growth rescue (activation), most hits filed as activators | 370,000 compounds, 0.14% hits; also: % of control where 0% means no effect; nearly all actives have a fitted effect of over 65% in size
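Rescue of yeast growth: cells expressing toxic alpha-synuclein, induced in galactose at OD600 0.02, incubated with compound 24 h at 30 C. ATP luminescence quantified growth; inhibitors of toxicity appear as activators.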
EPAC2 ag: EPAC2 (human) agonism; Q8WZA2; EPAC2 activation, biochemical qHTS; response scale: 100% = 6.5 mM cAMP response; Potency, µM (top dose mostly 154 µM), for inactives: at the top dose activation, usual class: activators; 360,000 compounds, 0.079% hits; AID 720711; also: nearly all actives have a fitted effect of over 50% in size
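Fluorescence exchange assay: 100 nM EPAC2 with 250 nM RAP1B-BODIPY-GDP and 50 uM GDP; compounds tested as a concentration-titration series (qHTS). Loss of Rap1-bound BODIPY-GDP fluorescence read at 480/540 nm; data normalized to 6.5 mM cAMP.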
FUS suppressor: suppressors of FUS proteinopathy in yeast | S. cerevisiae FUS-expressing, growth rescue, OD600, 24 h | 390,000 compounds, 0.24% hits | Potency, µM (titrated, usually from 76.6 µM), inactives show at the top dose growth rescue (activation), most hits filed as activators;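 also: plate controls were DMSO vehicle for no effect and reference control for full effect; nearly all actives have a fitted effect of over 55% in size; some results filed as inactive show a strong effect at the top dose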
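Absorbance at 600 nm, taken 24hr after compound addition, measured rescue of FUS-yeast growth at 30C. Induction used 2% galactose with seeding at OD 0.005. Controls: CP55940 from 92uM final, DMSO only.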
EPAC1 agonist: activates human EPAC1 exchange factor; 360,000 compounds, 0.073% hits; AID 720707; O95398; EPAC1 agonist qHTS, biochemical assay; response scale: 100% = response to 6.5 mM cAMP; Potency, µM (doses to about 154 µM), for the others: at the highest dose activation, hits mostly activators; also: nearly all actives have a fitted effect of over 60% in size
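Normalized to 6.5 mM cAMP, activity reflects EPAC1-catalysed release of BODIPY-GDP from Rap1B, followed kinetically over 30 min at 480 nm excitation, 540 nm emission. Reaction contained 100 nM EPAC1, 250 nM Rap1B-BODIPY-GDP, 50 uM GDP.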
TDP-43 yeast inh: TDP-43 toxicity inhibition in yeast; Potency, µM (doses to about 46.1 µM), without a hit: top-dose growth rescue (activation), hits mostly activators; TDP-43 expressing yeast growth rescue, BacTiter-Glo, 24 h; 410,000 compounds, 1.8% hits; also: % of control where 0% means no effect; nearly all actives have a fitted effect of over 50% in size
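Readout is BacTiter-Glo luminescence of cell growth, so inhibitors register as activators. TDP-43-expressing yeast at OD600=0.02 in galactose medium, after raffinose pregrowth to mid-log, were incubated with compound for 24 hr at 30 deg C.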
PTHR1 ag: agonists of human PTHR1 parathyroid hormone receptor | HEK293 GP2 PTHR1 cells, GloSensor cAMP luminescence, 1 h | Potency, µM (doses to about 115 µM), for inactives: at the top dose activation, hits mostly activators | 410,000 compounds, 0.075% hits | AID 743266; also: nearly all actives have a fitted effect of over 55% in size; some results filed as inactive show a strong effect at the top dose; inactives centre near -15; many of its hits are not listed in these tables
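HEK-293-derived GP2 cells expressing PTHR1 and a GloSensor cAMP reporter, 3,000/well, plated overnight, given luciferin plus IBMX (each 0.5 mM as added) for 1 h at 37 °C, then compound for 1 h at 37 °C. Luminescence was read after 15 min at room temperature.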
An asterisk follows results filed as active; i = inactive; u = inconclusive; x = no result given; [ ] = dose if it differs, or a comment. Calls follow the shape of the dose curve; as a rule, active = well fitted curve in the direction sought with a large enough effect; inconclusive = small, poorly fitted or top-dose-only effect, or another doubt; inactive = no such curve, though single readings can be large; an effect the other way counts as inactive or inconclusive. Potency is read from the fitted curve at half-maximal effect.

Second line of a record – EPAC1 antag | EPAC2 antag | aSyn rescue | EPAC2 ag | FUS suppressor | EPAC1 agonist | TDP-43 yeast inh | PTHR1 ag
- O=C(CCN1C(=O)c2ccccc2C1=O)NC(=S)Nc1cccc(Cl)c1
 : -23% | -22% | 0% | 21% | 36% | 19% | 3% | i
- Cc1c(Cl)c([N+](=O)[O-])nn1CCCC(=O)NCCc1ccccc1
 : -24% | -1% | 3% | 10% | -12% | 2% | 20% | i
- CCOc1ccc(C(=O)Nc2cc(-c3nc4ccccc4[nH]3)ccc2C)cc1[N+](=O)[O-]
 : -25% | -1% | -16% | 7% | u | 7% | -3% | u
- O=C(O)c1cccc2c1C(=O)c1ccccc1-2
 : -10% | 5% | -24% | 13% | -9% | 5% | 29% | i
- COc1cc(OC)cc(-c2cc3ncccc3cn2)c1
 : -25% | -7% | -10% | 3% | -8% | 15% | u | -31%[inhibitor]
- COCCN(C(=O)c1cccc(OC)c1)c1nnc(-c2ccncc2)s1
 : 4% | 2% | 15% | -1% | -14% | 4% | 6% | 0%[57.5 µM]
- O=C(NC(=S)Nc1ccccc1Br)C1CCCC1
 : -14% | -16% | -1% | 17% | -5% | -1% | 16µM* | -15%
- CCOC(=O)N1CCN(C(=O)c2ccc(S(=O)(=O)Nc3ccc(C)cc3)cc2)CC1
 : -27% | -3% | 0% | -5% | x | 4% | 10% | -26%
- O=C(Nc1cccc(F)c1)N1CCc2nc(NCc3cccc(Oc4ccccc4)c3)ncc2C1
 : -17% | -8% | 7% | -3% | 44% | -27% | 16µM* | -31%[inhibitor]
- COc1ccc(C(=O)N2CC3(C)CC2CC(C)(C)C3)cc1OC (configuration not stated)
 : -4% | 5% | 9% | -5% | 17% | -2% | -23% | 22%

Remaining list, next part:
Second line of a record – EPAC1 antag | EPAC2 antag | aSyn rescue | EPAC2 ag | FUS suppressor | EPAC1 agonist | TDP-43 yeast inh | PTHR1 ag
- O=C(Nc1ccc(-n2cccn2)cc1)C1CCN(Cc2ccsc2)CC1
 : 3% | -2% | -4% | -1% | x | 6% | 20% | -21%
- CC[C@H](C)[C@H]1CNC(=S)N1CC1CCN(CCCC2CCCC2)CC1
 : -27% | -7% | 0% | -2% | -1% | -18% | 8% | -40%[inhibitor]
- Cc1cccc(NC(=O)CSc2nnc(C)n2Cc2ccccc2)c1
 : -5% | 9% | 0% | 5% | 21% | -5% | -10% | i
- Cc1ccccc1-c1nc(C#N)c(NCc2ccco2)o1
 : -6% | -18% | -1% | 13% | 8% | 6% | -12% | -26%
- O=C(N/N=C/c1cccc(OC(=O)c2ccccc2Cl)c1)c1cccnc1
 : -5% | 0% | 10% | 19% | 19% | 8% | u | -4%
- O=C(Cc1c(F)cccc1Cl)Nc1ccc(S(=O)(=O)N2CCOCC2)cc1
 : -2% | 3% | 0% | 4% | x | 3% | 19% | i
- COc1ccc(-c2nc3cc(C)c(Br)c(C)n3c2CC(C)(C)C)cc1OC
 : -21% | -20% | 16% | -4% | 13% | -19% | u | -13%
- CCOC(=O)c1c(C)n(C)c2ccc(OC)c(NC(=O)CN3CCC(C(=O)OCC)CC3)c12
 : -2% | -16% | 2% | 5% | 32% | 6% | 14% | 9%
- COCCC(=O)N1CCC(Oc2ccc(C(=O)N3C[C@@H](C)O[C@@H](C)C3)cc2)CC1
 : 2% | 19% | -8% | 1% | x | 1% | -9% | -4%
- CC(C)CN(Cc1cc(=O)oc2cc(-c3ccccc3)c(O)cc12)CC(C)C
 : 3% | 6% | -16% | 4% | 23% | -16% | 14% | i

Remaining list, next part
Second line of a record – EPAC1 antag | EPAC2 antag | aSyn rescue | EPAC2 ag | FUS suppressor | EPAC1 agonist | TDP-43 yeast inh | PTHR1 ag
- Cc1ccc(NC(=O)COC(=O)Cc2csc(-c3cccc(F)c3)n2)cc1C
 : -9% | -4% | 2% | 11% | -6% | 3% | -4% | i
- OCCN1CCN(c2ncnc3c2ncn3[C@H]2CN(Cc3cccnc3)C[C@@H](CO)O2)CC1
 : -8% | 10% | -3% | 4% | -21% | -1% | 3% | i
- Cc1nn2c(C(F)(F)F)c3c(nc2c1-c1ccccc1)CCC3
 : -3% | 25% | -1% | 9% | -2% | 2% | 6% | i
- C[C@H](O)[C@@H]1C(=O)N2CCc3ccc(-c4ccccc4)cc3[C@@H]2C[C@@H]1N(C)C(=O)c1ccc(C#N)cc1
 : -12% | 8% | 1% | -5% | u | 11% | 8% | i
- O=C(O)C1=C(C(=O)O)C2C=CC1C2
 : 4% | 10% | 2% | 11% | -12% | 7% | -14% | i
- CC(Cc1ccccc1)C(=O)Nc1ccc(Br)cc1 (configuration not stated)
 : -7% | -8% | -19% | 3% | -24% | 4% | u | i
- COc1ccccc1NC(=O)Cn1cncc1-c1ccc([N+](=O)[O-])cc1
 : 3% | 4% | 3% | 0% | x | -9% | -18% | -45%[inhibitor]
- CCC(C)Cn1c(O)cc2nn(-c3nc4ccccc4s3)c(=O)c-2c1C (configuration not stated)
 : 50µM* | 23% | -1% | -7% | 57% | -23% | -28% | -24%
- Cc1cc(NC(=O)CN2CCN(c3ccccn3)CC2)ccc1Br
 : -10% | -6% | 4% | 10% | -30% | 2% | 20% | -33%
- COc1ccc(N2C(=O)CSC23CCCCC3)cc1
 : 0% | 1% | -1% | -6% | 17% | -1% | 8% | -8%[57.5 µM]

More compounds
Second line of a record – EPAC1 antag | EPAC2 antag | aSyn rescue | EPAC2 ag | FUS suppressor | EPAC1 agonist | TDP-43 yeast inh | PTHR1 ag
- O=C(CN(C(=O)c1csnn1)c1ccc(Br)cc1)NC1CCCCC1
 : 28% | 2% | -2% | 6% | 14% | 9% | 1% | i
- CC(=O)Nc1ccc(NC(=O)c2ccc([N+](=O)[O-])cc2Cl)cc1
 : -20% | -1% | 2% | 2% | -9% | 10% | 16% | -3%
- Cc1cc(C)n2nc(SCc3nnc(-c4ccccc4Br)o3)nc2n1
 : -12% | -10% | 2% | 9% | 12% | 4% | 15%[9.22 µM] | -5%
- Cc1ccc(S(=O)(=O)N2CCOC2CNC(=O)C(=O)NCCN2CCOCC2)cc1 (configuration not stated)
 : 2% | 10% | -6% | 6% | 11% | -4% | -21% | -24%
- CC(C(=O)Nc1ccc2c(c1)OCCO2)N1CCN(C(=O)c2ccco2)CC1 (configuration not stated)
 : -1% | 1% | -1% | 6% | -12% | 12% | -9% | -2%
- CCOC(=O)C1CCCN(C(=O)c2cc(S(=O)(=O)N(C)C)ccc2N2CCCC2)C1 (configuration not stated)
 : -10% | 7% | 7% | 9% | 15% | 9% | -18% | 2%
- COc1ccc(C(=O)Nc2ncc3c(n2)-c2ccccc2CC3)cc1
 : 1% | -1% | 9% | -1% | 32% | 12% | 17% | -10%[57.5 µM]
- CCOc1cccc(NC(=O)CC#N)c1
 : 5% | 19% | 4% | 3% | 11% | -2% | -8% | -43%
- CC(C)OCCCNc1ccc(N2C(=O)CCCC2=O)cc1[N+](=O)[O-]
 : -27% | -4% | 0% | 8% | 9% | 2% | 8% | -7%
- Cc1ccccc1Nc1nc(N)nc(COC(=O)c2ccccc2)n1
 : -10% | -3% | -10% | -3% | -3% | -13% | 24% | i

Continued.
Second line of a record – EPAC1 antag | EPAC2 antag | aSyn rescue | EPAC2 ag | FUS suppressor | EPAC1 agonist | TDP-43 yeast inh | PTHR1 ag
- CS(=O)(=O)NCc1nnc(SCc2ccccc2C(F)(F)F)o1
 : -6% | -4% | 0% | 2% | -13% | 4% | -10% | u
- CCC(=O)N(Cc1cc2ccccc2[nH]c1=O)c1ccccc1OC
 : 1% | -2% | 3% | 3% | 7% | -4% | 9% | i
- O=C1c2cccnc2C(=O)N1C1CCCCC1
 : 2% | 14% | 1% | 3% | -2% | 0% | -17% | i
- CCOc1cc2c3c(c1)C(C)=CC(C)(C)N3C(=O)C2=O
 : -1% | u | 0% | 0% | -22% | -3% | 11% | -22%
- CN(C(=O)CSc1nnc(-c2ccccc2)o1)c1c(N)n(Cc2ccccc2)c(=O)[nH]c1=O
 : 9% | 13% | 2% | -6% | 6% | -3% | -3% | 0%
- COc1ccccc1CNC(=O)N1CCN(S(=O)(=O)c2ccccc2)CC1
 : 10% | 6% | 3% | 4% | -16% | 1% | 1% | i
- CN(C1CCCCC1)S(=O)(=O)c1ccc2c(c1)c(=O)c(C(=O)NCCN1CCCC1)cn2C
 : -20% | 7% | 2% | 8% | -3% | -5% | -3% | 3%
- O=C(Nc1ccc2nc(-c3cccs3)[nH]c2c1)c1ccco1
 : -13% | 0% | 8% | -2% | 27% | -9% | 0% | i
- Cc1cc(C(=O)OCC(=O)N2CC(=O)Nc3ccccc32)c(C)n1-c1ccccc1
 : -7% | -10% | 7% | 17% | x | 13% | 17% | -33%[inhibitor]
- Cc1cc2nnc(SCC(=O)N3CCN(c4ccccc4)CC3)n2c(N)n1
 : 6% | -1% | 0% | -5% | 1% | -5% | -1% | i

Other compounds
Second line of a record – EPAC1 antag | EPAC2 antag | aSyn rescue | EPAC2 ag | FUS suppressor | EPAC1 agonist | TDP-43 yeast inh | PTHR1 ag
- Cc1[nH]n(-c2ccccc2)c(=O)c1C(=O)Nc1ccccc1
 : 8% | 2% | -15% | 7% | u | 4% | -29% | -21%
- CC(/C=N/Nc1nnc2c(n1)[nH]c1ccccc12)=C\c1ccco1
 : -4% | 7% | 1% | 6% | 31% | -5% | -7% | -6%[57.5 µM]
- CCOc1ccc(NC(=O)c2ccc(NC(=O)COC(=O)Cc3ccc(OC)cc3)cc2)cc1
 : -21% | -13% | 2% | 2% | 0% | 1% | -6% | i
- O=C(NCC1CCCCC1)c1cc(S(=O)(=O)N2CCCCC2)ccc1Cl
 : 4% | -1% | -7% | 8% | 0% | 0% | 11% | -32%[inhibitor]

Some of the compounds tested (hit frequency here may not be typical).
